LDHA block: blocks human lactate dehydrogenase A; P00338; purified LDHA, NADH/diaphorase-resazurin fluorescence; hits give low values; activity change, % (values are at about 110 or 230 µM); 480,000 tested, 0.15% active; AID 1347041; in the data active means activity change below about -30%; inconclusive means mostly about -25% to -30%;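 further: plate controls were DMSO wells for no effect and wells without enzyme for full effect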
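LDH5 2 nM; NADH 0.06 mM, pyruvate 0.2 mM; 200 mM Tris pH 7.4, EDTA, Tween-20; 5 min RT. Detection: diaphorase 0.133 mg/mL + resazurin 37 µM, fluorescence ex540/em590 at 0 and 20 min; normalized to enzyme-free and DMSO wells.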
mIDH1 inhibitor: inhibitors of human mutant IDH1 R132H. O75874. IDH1-R132H enzyme, NADPH consumption, diaphorase/resazurin fluorescence. Potency, µM (top dose mostly 76.6 µM), for inactives: at the top dose activity change, negative = inhibition, usual class: inhibitors. 390,000 tested, 0.093% active. AID 602179; further: potency means the concentration at half of the fitted maximal effect; on the % scale 0 is the no-effect control and ±100 the full control effect; nearly all actives have a fitted effect of over 65% in size
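IDH1-R132H (0.5 ug/mL) preincubated 30 min with compound, then NADPH (0.016 mM) and alpha-KG (2 mM) added; 80 min at RT, pH 7.5. Remaining NADPH coupled via diaphorase/resazurin to fluorescence (540/590 nm); concentration-response curves normalized to no-enzyme control.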
TrxR1 substrate: rat thioredoxin reductase 1 substrate activity. O89049. purified TrxR1 substrate turnover, NADPH consumption readout. Potency, µM (titrated, usually from 114 µM), for the others: top-dose activity change, negative = substrate turnover. 390,000 tested, 0.01% active. AID 588456; further: potency means the concentration at half of the fitted maximal effect; on the % scale 0 is the no-effect control and ±100 the full control effect; nearly all actives have a fitted effect of over 50% in size
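Rat TrxR1, dispensed at 90 nM, was prereduced with 400 uM NADPH (final) for 5 min at ~22 deg C, then incubated with compound 15 min before 400 uM selenite. A first-read NADPH fluorescence drop versus no-compound background flagged substrates.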
Vif-A3F inh: blocks the Vif interaction with APOBEC3F | 390,000 tested, 0.2% active | HeLa A3F-eYFP + Vif (tagged APOBEC3F with the HIV-1 protein that degrades it), YFP fluorescence increase | AID 602313 | Potency, µM (doses to about 46.1 µM), for inactives: at the top dose activity, negative = active; further: potency means the concentration at half of the fitted maximal effect; % of control where 0% means no effect; nearly all actives have a fitted effect of over 65% in size
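Fluorescence increase (Ex 488/Em 500-530) after overnight compound treatment at 37 deg C flags inhibition of Vif-driven A3F-eYFP loss in stable HeLa A3F-eYFP/Vif cells seeded overnight beforehand.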
TrxR1 inh: inhibitors of rat thioredoxin reductase 1; recombinant rTrxR1, NADPH fluorescence consumption, selenite substrate; Potency, µM (top dose mostly 114 µM), inactives show at the highest dose activity change, negative = inhibition, actives largely listed as inhibitors; 390,000 tested, 1% active; further: potency means the concentration at half of the fitted maximal effect; on the % scale 0 is the no-effect control and ±100 the full control effect; nearly all actives have a fitted effect of over 65% in size
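Rat TrxR1 (90 nM in the dispensed reagent) was pre-reduced with 400 uM NADPH for 5 min at room temperature, then incubated with compound for 15 min. After 400 uM selenite was added, NADPH fluorescence (Ex 340/Em 450 nm) was followed for 8 min.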
USP1-UAF1 inh: blocks the human USP1/UAF1 deubiquitinase complex; recombinant USP1/UAF1, Ub-Rhodamine cleavage fluorescence; AID 743255; 390,000 tested, 0.23% active; Potency, µM (series often up to 57.1 µM), for inactives: at the top dose activity change, negative = inhibition, hits mostly inhibitors; further: potency means the concentration at half of the fitted maximal effect; on the % scale 0 is the no-effect control and ±100 the full control effect; nearly all actives have a fitted effect of over 60% in size; inactives centre near -12
Target sequence (O94782 whole entry, looked up): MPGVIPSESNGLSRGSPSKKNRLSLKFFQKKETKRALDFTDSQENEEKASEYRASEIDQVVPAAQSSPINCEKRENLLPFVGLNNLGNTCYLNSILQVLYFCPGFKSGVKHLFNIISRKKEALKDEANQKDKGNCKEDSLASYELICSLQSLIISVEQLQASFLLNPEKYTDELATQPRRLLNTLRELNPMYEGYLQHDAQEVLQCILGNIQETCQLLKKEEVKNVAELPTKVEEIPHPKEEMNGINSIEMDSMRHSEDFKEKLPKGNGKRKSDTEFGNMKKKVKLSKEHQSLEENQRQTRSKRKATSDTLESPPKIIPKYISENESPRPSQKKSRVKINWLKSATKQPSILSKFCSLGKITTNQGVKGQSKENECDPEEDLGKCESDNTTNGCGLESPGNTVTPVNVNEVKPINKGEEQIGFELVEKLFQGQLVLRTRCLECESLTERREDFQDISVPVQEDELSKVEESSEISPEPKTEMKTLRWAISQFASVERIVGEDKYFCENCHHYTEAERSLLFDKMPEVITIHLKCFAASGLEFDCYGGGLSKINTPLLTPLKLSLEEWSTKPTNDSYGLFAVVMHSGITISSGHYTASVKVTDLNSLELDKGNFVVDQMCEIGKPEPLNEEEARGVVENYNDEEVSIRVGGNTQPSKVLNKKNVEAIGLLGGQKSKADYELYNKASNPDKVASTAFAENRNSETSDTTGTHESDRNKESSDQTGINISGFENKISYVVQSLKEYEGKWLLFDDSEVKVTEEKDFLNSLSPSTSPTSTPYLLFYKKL
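USP1/UAF1 complex at 1 nM was preincubated with compound for 15 min at room temperature, then Ub-Rho substrate (150nM final) was added. Fluorescence (480/540 nm) was read kinetically, 6 reads every 60 seconds.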
RGS4 inhibitor: blocks human RGS4-accelerated GTP hydrolysis. P49798. Transcreener GDP fluorescence polarization, RGS4-accelerated GTP hydrolysis. Potency, µM (series often up to 114 µM), for inactives: at the highest dose activity change, negative = inhibition, most hits filed as inhibitors. 390,000 tested, 0.039% active. AID 504845; further: potency means the concentration at half of the fitted maximal effect; on the % scale 0 is the no-effect control and ±100 the full control effect; nearly all actives have a fitted effect of over 75% in size; some results filed as inactive show a strong effect at the top dose
Target sequence (P49798 whole entry, looked up): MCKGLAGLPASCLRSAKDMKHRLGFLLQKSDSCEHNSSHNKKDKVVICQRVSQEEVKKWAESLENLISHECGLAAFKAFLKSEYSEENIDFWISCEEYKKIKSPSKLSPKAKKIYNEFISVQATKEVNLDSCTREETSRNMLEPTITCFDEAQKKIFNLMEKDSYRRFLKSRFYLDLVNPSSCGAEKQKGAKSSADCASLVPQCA
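MLSMR compounds (23 nl, pin-transferred) preincubated 10 min at room temperature with a 500nM (2x) first reagent, then RGS4 at 900nM (2x) plus Transcreener GDP mix added; fluorescence polarization (620/688 nm) read before and after 90 min at 30 °C.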
Glioma ERSR ind: induces the endoplasmic reticulum stress response in human glioma cells | 420,000 tested, 0.02% active | U87-MG GRP78 promoter luciferase reporter, 16 h | Potency, µM, inactives show top-dose activation, most hits filed as activators | AID 602332; further: potency means the concentration at half of the fitted maximal effect; series mostly up to about 76 µM; % of control where 0% means no effect; nearly all actives have a fitted effect of over 35% in size
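ERSR induction read as luciferase luminescence (Bright-Glo, 10 min at room temperature) in stably transfected human U87-MG glioma cells exposed to compounds for 16 h, using GRP78 as sensor.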
Vif-APOBEC3G blk: inhibitors of Vif-APOBEC3G interaction | 410,000 tested, 0.076% active | Q9HC16 | Potency, µM (top dose mostly 46.1 µM), for inactives: at the top dose activity, negative = active, most hits filed as inhibitors | HeLa A3G-eYFP + Vif (tagged APOBEC3G with the HIV-1 protein that degrades it), YFP fluorescence, overnight;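 further: potency means the concentration at half of the fitted maximal effect; on the % scale 0 is the no-effect control and ±100 the full control effect; nearly all actives have a fitted effect of over 60% in size; hits raise eYFP signal because A3G escapes Vif-driven loss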
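HeLa cells stably expressing Vif and C-terminally eYFP-tagged A3G, seeded overnight at 37 deg C, then exposed to compound by pintool overnight at 37 deg C. Rise in yellow fluorescence (Ex 488/Em 500-530, Acumen) marks blocked Vif-driven A3G degradation.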
* hit, by the source's call; & = joins results of further samples; [ ] = remark or other dose. Unless noted, the call rests on the fitted dose curve; in most records, active means well fitted curve in the direction sought with a large enough effect; inconclusive means small, poorly fitted or top-dose-only effect, or another doubt; inactive means no such curve, though single readings can be large; an effect the other way counts as inactive or inconclusive.

`CCOC(=O)c1c(N)sc(C(=O)N2CCOCC2)c1C` gave LDHA block -1, mIDH1 inhibitor -3%, TrxR1 substrate 0%, Vif-A3F inh -3%, TrxR1 inh 22%, USP1-UAF1 inh -7%, RGS4 inhibitor 1%, Glioma ERSR ind -4% and Vif-APOBEC3G blk 0%.
For CCCCNC(=O)[C@@H]1CC=C[C@@H]2CCN(C3CC3)C(=O)[C@@H]21 the results were LDHA block -1, mIDH1 inhibitor -11%, TrxR1 substrate 5%&0%, Vif-A3F inh -9%, TrxR1 inh 16%&3%, USP1-UAF1 inh -19%, RGS4 inhibitor 1%, Glioma ERSR ind 1%&-2% and Vif-APOBEC3G blk 4%&-3%.
For CCS(=O)(=O)N1CCC(C(=O)NC2CCCCC2)CC1 the results were LDHA block -15, mIDH1 inhibitor 11%, TrxR1 substrate 13%, Vif-A3F inh 0%, TrxR1 inh 25%, USP1-UAF1 inh inconclusive, RGS4 inhibitor 9%, Glioma ERSR ind -5% and Vif-APOBEC3G blk 0%.
Cc1ccc(CNC(=O)c2ccc(N3CCC4(CC3)CC(c3cccc(Br)c3)=NO4)c(NC(=O)c3ccc(Cl)c([N+](=O)[O-])c3)c2)cc1 was read as LDHA block -4, mIDH1 inhibitor 23%, TrxR1 substrate 11%[57.1 µM], Vif-A3F inh 2%, TrxR1 inh 15%[57.1 µM], USP1-UAF1 inh -22%, RGS4 inhibitor -2%, Glioma ERSR ind -4% and Vif-APOBEC3G blk -3%.
Cc1cc(=O)c(C(=O)O)nn1-c1ccccc1C(F)(F)F was read as LDHA block -8, mIDH1 inhibitor 6%, TrxR1 substrate -2%, Vif-A3F inh 8%, TrxR1 inh 19%, USP1-UAF1 inh -7%, RGS4 inhibitor -1%, Glioma ERSR ind -1% and Vif-APOBEC3G blk 0%.
`Cc1ccc(NC(=O)CCc2nnc3ccc(N4CCOCC4)nn23)cc1C` gave LDHA block 1, mIDH1 inhibitor -10%, TrxR1 substrate 8%[57.1 µM], Vif-A3F inh 1%, TrxR1 inh 12%[57.1 µM], USP1-UAF1 inh -1%, RGS4 inhibitor 13%, Glioma ERSR ind -2% and Vif-APOBEC3G blk -1%.
Screening Cc1cccc(NC(=O)c2ccc(C(=O)Nc3cccc(C)c3)nc2)c1 returned LDHA block -9, mIDH1 inhibitor -2%, TrxR1 substrate -4%, Vif-A3F inh -20%, TrxR1 inh 1%, USP1-UAF1 inh -13%, RGS4 inhibitor 0%, Glioma ERSR ind -4% and Vif-APOBEC3G blk inconclusive.
For CC(=O)Nc1sc(C)c(C)c1C(=O)OC1CCOC1=O (stereo not drawn) the results were LDHA block -8, mIDH1 inhibitor 5%, TrxR1 substrate 8%[57.1 µM], Vif-A3F inh -1%, TrxR1 inh 8%[57.1 µM], USP1-UAF1 inh 1%, RGS4 inhibitor 29%, Glioma ERSR ind 1% and Vif-APOBEC3G blk -1%.
COc1ccc(Br)cc1CNC(=O)C1CCC(=O)N1C(C)C (stereo not drawn) was read as LDHA block -5, mIDH1 inhibitor -2%, TrxR1 substrate 1%, Vif-A3F inh 6%, TrxR1 inh 1%, USP1-UAF1 inh -20%, RGS4 inhibitor 2%, Glioma ERSR ind -3% and Vif-APOBEC3G blk -5%.
Nc1nc(CN2CCN(c3ccccc3)CC2)nc(N2CCCc3ccccc32)n1 was read as LDHA block 0&-9, mIDH1 inhibitor 2%, TrxR1 substrate 5%[57.1 µM], Vif-A3F inh 0%, TrxR1 inh 1%[57.1 µM], USP1-UAF1 inh -8%, RGS4 inhibitor -4%, Glioma ERSR ind -4% and Vif-APOBEC3G blk 0%.
For Cc1ccccc1NC(=O)/C(=C/c1ccccc1)c1ccccc1 the results were LDHA block 0, mIDH1 inhibitor 4%, TrxR1 substrate 7%, Vif-A3F inh 1%, TrxR1 inh 17%, USP1-UAF1 inh -24%, RGS4 inhibitor -3%, Glioma ERSR ind -4% and Vif-APOBEC3G blk -7%.
`O=C(NCc1ccccc1Cl)C1CCN(C(=O)c2ccco2)CC1` gave LDHA block -3, mIDH1 inhibitor 0%, TrxR1 substrate 4%, Vif-A3F inh 0%, TrxR1 inh 22%, USP1-UAF1 inh -16%, RGS4 inhibitor -15%, Glioma ERSR ind -1% and Vif-APOBEC3G blk 0%.
CC1CCCN(CC(O)COCc2ccccc2)C1 (stereo not drawn) was read as LDHA block -1, mIDH1 inhibitor 19%, TrxR1 substrate 7%, Vif-A3F inh 1%, TrxR1 inh 13%, USP1-UAF1 inh -21%, RGS4 inhibitor 0%, Glioma ERSR ind -7% and Vif-APOBEC3G blk 0%.
For Cc1cc(C(F)F)n2nc(C(=O)Nc3sc4c(c3C#N)CCC(C)C4)nc2n1 (stereo not drawn) the results were LDHA block -3, mIDH1 inhibitor 15%, TrxR1 substrate -5%, Vif-A3F inh -15%, TrxR1 inh 0%, USP1-UAF1 inh -11%, RGS4 inhibitor -22%, Glioma ERSR ind -8% and Vif-APOBEC3G blk -2%.
Screening CCC(CC)C(=O)c1c[nH]c(C(=O)NCc2ccccn2)c1 returned LDHA block 2, mIDH1 inhibitor 4%, TrxR1 substrate -12%[57.1 µM], Vif-A3F inh inconclusive, TrxR1 inh 27%[57.1 µM], USP1-UAF1 inh -15%, RGS4 inhibitor -29%, Glioma ERSR ind -3% and Vif-APOBEC3G blk 0%.
CCC1=C([N+](=O)[O-])C(c2ccc3c(c2)OCO3)NC(=O)N1 (stereo not drawn) was read as LDHA block -10, mIDH1 inhibitor -1%, TrxR1 substrate -7%, Vif-A3F inh 4%, TrxR1 inh 0%[57.1 µM], USP1-UAF1 inh -17%, RGS4 inhibitor 3%, Glioma ERSR ind 0% and Vif-APOBEC3G blk -1%.
For CCOC(=O)c1c(C)[nH]c(C)c1C(=O)CSc1nc(N)cc(=O)[nH]1 the results were LDHA block -18, mIDH1 inhibitor -1%, TrxR1 substrate -1%, Vif-A3F inh -4%, TrxR1 inh -9%, USP1-UAF1 inh -19%, RGS4 inhibitor 25%, Glioma ERSR ind -4% and Vif-APOBEC3G blk 6%.
`CC(C(=O)O/N=C(\N)c1cccnc1)c1ccc([N+](=O)[O-])cc1` (stereo not drawn) gave LDHA block -1, mIDH1 inhibitor 6%, TrxR1 substrate -12%[57.1 µM], Vif-A3F inh 4%, TrxR1 inh 24%[57.1 µM], USP1-UAF1 inh -21%, RGS4 inhibitor -28%, Glioma ERSR ind -5% and Vif-APOBEC3G blk 0%.
CCn1c(/C=N/c2nc3ccccc3n2C)nc2ccccc21 was read as LDHA block -4, mIDH1 inhibitor -7%, TrxR1 substrate 10%, Vif-A3F inh 0%, TrxR1 inh 15%, USP1-UAF1 inh inconclusive, RGS4 inhibitor 3%, Glioma ERSR ind 1% and Vif-APOBEC3G blk 0%.
O=[N+]([O-])c1ccc(S(=O)(=O)N2CCN(c3ccnc4cc(Cl)ccc34)CC2)cc1 was read as LDHA block 0, mIDH1 inhibitor -12%, TrxR1 substrate 6%, Vif-A3F inh 1%, TrxR1 inh 33%, USP1-UAF1 inh -19%, RGS4 inhibitor -2%, Glioma ERSR ind 8% and Vif-APOBEC3G blk -5%.
Screening Cc1ccc(-c2csc(NC(=O)c3cccc(C)c3)c2C(=O)O)cc1 returned LDHA block 1, mIDH1 inhibitor 21%, TrxR1 substrate 1%[57.1 µM], Vif-A3F inh 2%, TrxR1 inh -7%[57.1 µM], USP1-UAF1 inh -2%, RGS4 inhibitor -7%, Glioma ERSR ind 1% and Vif-APOBEC3G blk 4%.
Screening O=C(O)CCCc1ccc2c(c1)CCc1ccccc1-2 returned LDHA block -2, mIDH1 inhibitor -14%, TrxR1 substrate -12%, Vif-A3F inh 4%, TrxR1 inh -20%, USP1-UAF1 inh -17%, RGS4 inhibitor -31%, Glioma ERSR ind -10% and Vif-APOBEC3G blk -6%.

Three entries out of the list, sorted by molecular weight, largest number first:
For CC(=O)Nc1sc(C)c(C)c1C(=O)OC1CCOC1=O (stereo not drawn) the results were LDHA block -8, mIDH1 inhibitor 5%, TrxR1 substrate 8%[57.1 µM], Vif-A3F inh -1%, TrxR1 inh 8%[57.1 µM], USP1-UAF1 inh 1%, RGS4 inhibitor 29%, Glioma ERSR ind 1% and Vif-APOBEC3G blk -1%.
CCC1=C([N+](=O)[O-])C(c2ccc3c(c2)OCO3)NC(=O)N1 (stereo not drawn) was read as LDHA block -10, mIDH1 inhibitor -1%, TrxR1 substrate -7%, Vif-A3F inh 4%, TrxR1 inh 0%[57.1 µM], USP1-UAF1 inh -17%, RGS4 inhibitor 3%, Glioma ERSR ind 0% and Vif-APOBEC3G blk -1%.
For CCCCNC(=O)[C@@H]1CC=C[C@@H]2CCN(C3CC3)C(=O)[C@@H]21 the results were LDHA block -1, mIDH1 inhibitor -11%, TrxR1 substrate 5%&0%, Vif-A3F inh -9%, TrxR1 inh 16%&3%, USP1-UAF1 inh -19%, RGS4 inhibitor 1%, Glioma ERSR ind 1%&-2% and Vif-APOBEC3G blk 4%&-3%.

High-throughput results from PubChem.

This is a subset, so the mix of outcomes need not match the whole.
